Compound activity (PubChem)
Pf Dd2 inh: P. falciparum Dd2 growth inhibition | activity change, % at 10 µM | SYBR Green, 72 h; hits give low values | 2.3% of 94,000 active; in the data active means activity change below about -80%; inconclusive means no clear call, values can overlap the other calls
T cruzi growth: inhibitors of T. cruzi proliferation; T. cruzi beta-gal in NIH3T3, GalScreen luminescence, 90 h; inhibition, % at 8.34 µM; 5.9% of 77,000 active; AID 624255;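 active means mean inhibition above about 93%, with at least 55% of replicates each passing it, limit read from the data, passing the limit was not always enough; inconclusive means only one of those two conditions holds; inactive means neither condition holds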
KDM4C inh: blocks human GASC-1 (KDM4C) demethylase activity | Q9H3R0 | GST-KDM4C 2-372, H3K9me3 peptide, LANCE TR-FRET | inhibition, % at 12.5 µM | 0.15% of 96,000 active | AID 720574;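 active means mean replicate inhibition above about 25%, with at least 55% of replicates also reaching it, limit read from the data, passing the limit was not always enough; inconclusive means only one of those two conditions met; inactive means neither condition met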
Target sequence (Q9H3R0 2-372 limits assumed): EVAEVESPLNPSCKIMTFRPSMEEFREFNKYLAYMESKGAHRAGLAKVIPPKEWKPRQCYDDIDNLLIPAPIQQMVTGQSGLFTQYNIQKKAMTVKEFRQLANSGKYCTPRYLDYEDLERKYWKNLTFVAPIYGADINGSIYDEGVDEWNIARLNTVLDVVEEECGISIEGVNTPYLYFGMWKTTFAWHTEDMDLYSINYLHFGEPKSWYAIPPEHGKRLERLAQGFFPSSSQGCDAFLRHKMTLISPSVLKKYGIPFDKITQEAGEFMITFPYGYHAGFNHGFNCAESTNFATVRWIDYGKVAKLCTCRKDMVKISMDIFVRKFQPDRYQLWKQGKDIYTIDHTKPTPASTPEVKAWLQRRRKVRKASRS
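reagent = H3K9me3 peptide substrate, Fe(II), 2-oxoglutarate | system = GST-tagged GASC-1 (JMJD2C) catalytic fragment, aa 2-372 | amount = enzyme final amount 10 nM | read-out = Fall in 671/618 emission ratio as inhibition | medium = HEPES buffer, pH 7.5, plus ascorbate | schedule = 30 min reaction, 60 min detection, RT | measured by = LANCE TR-FRET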
C diff HTS: C. difficile growth inhibition. Clostridium difficile clinical isolate growth, OD600, 24 h; hits give low values. growth activity, negative = inhibition, % at 16 µg/mL (by protocol). 0.25% of 86,000 active;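 active means mean growth activity at or below -80% and every replicate also at or below -80%; inconclusive means mean at or below -80% but some replicate above -80%; inactive means mean growth activity above -80%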;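 further: 0% = DMSO wells and -100% = levofloxacin 16 µg/mL wells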
* = called active by the depositor; ? = inconclusive; nt = no result given; & = joins results of further samples.

SMILES	Pf Dd2 inh	T cruzi growth	KDM4C inh	C diff HTS
CC(C)NC(=O)Nc1ccc2c(c1)CC(=O)N([C@@H](C)CO)C[C@H](C)[C@H](CN(C)S(=O)(=O)c1ccc(Cl)cc1)O2	3	50	-1.4	4
C[C@H](CO)N1C[C@H](C)[C@@H](CN(C)C)OCCCC[C@H](C)Oc2ccc(NC(=O)c3ccncc3)cc2C1=O	nt	3	-0.5	1
C[C@@H]1CN([C@@H](C)CO)C(=O)c2cc(NS(=O)(=O)c3ccccc3)ccc2O[C@@H](C)CCCCO[C@H]1CN(C)C(=O)C1CCCCC1	-61	65	-2.6	-10
O=C(NCC[C@H]1CC[C@@H](NC(=O)Nc2cc(F)ccc2F)[C@H](CO)O1)Nc1ccc(Cl)cc1	-43	17	-1.1	2
Cc1noc(C)c1NC(=O)N(C)C[C@@H]1OCCCC[C@H](C)Oc2ccc(NC(=O)Nc3ccccc3)cc2C(=O)N([C@@H](C)CO)C[C@@H]1C	-58	-7	-0.7	1
C[C@@H]1CN([C@@H](C)CO)C(=O)Cc2cc(NC(=O)Nc3ccc(C(F)(F)F)cc3)ccc2O[C@@H]1CN(C)Cc1ccc(C(F)(F)F)cc1	-35	44	1.2	15
CNC[C@@H]1Oc2ncc(-c3ccccc3F)cc2C(=O)N([C@H](C)CO)C[C@@H]1C	-16	nt	0.7	0
COc1ccc2c3c([nH]c2c1)[C@@H](CO)N(C(=O)Nc1ccc(F)cc1)CC31CN(C(=O)Cc2ccncc2)C1	1	nt	-1.7	0
C[C@H]1CN([C@@H](C)CO)C(=O)c2cc(NS(=O)(=O)c3ccc(Cl)cc3)ccc2O[C@@H]1CN(C)S(=O)(=O)c1ccc(Cl)cc1	-51	3	-2.1	1
O=C(C[C@@H]1CC[C@@H]2[C@H](COC[C@@H](O)CN2C(=O)c2ccncc2)O1)NCc1cccc(F)c1	nt	-56	-0.6	4&2
COc1ccccc1C#Cc1ccc2c(c1)[C@H]1[C@H](CCN1C(=O)c1ccc(F)cc1)[C@@H](CO)N2	-65	nt	-3.2	-101*
C[C@@H]1CN([C@H](C)CO)C(=O)c2cccc(NC(=O)Nc3ccc(C(F)(F)F)cc3)c2O[C@@H]1CN(C)C(=O)Nc1ccccc1	-58	48	-0.8	90
CN(C)C(=O)c1ccc(-c2ccc([C@H]3[C@H](C#N)N(C(=O)Cc4ccccn4)[C@H]3CO)cc2)cc1	-14	78	-1.8	2
Cc1ccc(S(=O)(=O)N(C)C[C@@H]2OCCCC[C@@H](C)Oc3ccc(NC(=O)CCC(F)(F)F)cc3C(=O)N([C@@H](C)CO)C[C@@H]2C)cc1	-79	nt	0.1	nt
C[C@H](CO)N1C[C@H](C)[C@H](CN(C)Cc2ccc(C(F)(F)F)cc2)Oc2ccc(NC(=O)C3CCCCC3)cc2CC1=O	-6	73	-0.3	93
COc1ccc2c3c([nH]c2c1)[C@H](CO)NCC31CCN(S(=O)(=O)c2cccs2)CC1	-51	nt	0.1	4
C[C@H](CO)N1C[C@H](C)[C@H](CN(C)C(=O)C2CCCCC2)Oc2cc(C#CCN(C)C)ccc2S1(=O)=O	-20	nt	0.6	2
COc1ccc(NC(=O)Nc2ccc3c(c2)CC(=O)N([C@H](C)CO)C[C@H](C)[C@@H](CN(C)C)O3)cc1	4	nt	1.2	-1
C[C@H]1CN([C@@H](C)CO)C(=O)c2cccc(NC(=O)Nc3ccc(C(F)(F)F)cc3)c2O[C@@H]1CN(C)C	15	nt	6.0	10
CC(C)NC(=O)N1C[C@@H]2[C@H](c3ccccc31)[C@@H](CO)N2C(=O)c1ccccc1F	-3	11	-1.3	2
COc1ccc(NC(=O)Nc2ccc3c(c2)C(=O)N([C@H](C)CO)C[C@@H](C)[C@H](CN(C)C(=O)Nc2ccc4c(c2)OCO4)OCCCC[C@@H](C)O3)cc1	-42	117*	0.2	5
C[C@@H]1CCCCO[C@@H](CN(C)Cc2ccc(C(=O)O)cc2)[C@H](C)CN([C@@H](C)CO)C(=O)c2cc(NC(=O)c3ccccc3)ccc2O1	14	26	0.8	2
CO[C@@H]1CN(C)C(=O)c2cc(NC(=O)c3ccc(Oc4ccccc4)cc3)ccc2OC[C@@H](C)N(C(C)=O)C[C@H]1C	-7	95	0.6	nt
C[C@@H]1CN([C@@H](C)CO)C(=O)c2cc(NS(=O)(=O)c3cccs3)ccc2O[C@H]1CN(C)Cc1ccccc1	-22	17	-0.9	5
C[C@@H]1CN([C@@H](C)CO)C(=O)c2cccc(NC(=O)NC3CCCCC3)c2O[C@@H]1CN(C)C(=O)Nc1ccccc1	-15	nt	-0.5	-4&-11

Next compounds.
SMILES	Pf Dd2 inh	T cruzi growth	KDM4C inh	C diff HTS
C[C@@H]1CCCCO[C@@H](CN(C)S(C)(=O)=O)[C@@H](C)CN([C@@H](C)CO)C(=O)c2cc(NC(=O)CCCN(C)C)ccc2O1	nt	25	3.0	1
C[C@@H]1CN([C@@H](C)CO)C(=O)c2cc(C3=CCCC3)cnc2O[C@@H]1CN(C)Cc1ccccc1F	-21	nt	nt	5
O=C(NCC[C@@H]1CC[C@@H](NC(=O)C2CCCC2)[C@H](CO)O1)Nc1ccc(Cl)cc1	-13	nt	-1.4	7
COc1ccc2c3c(n(C)c2c1)[C@@H](CO)N(CC1CC1)CC31CN(C(=O)c2cccc(F)c2)C1	-33	nt	-1.2	10
CCCNC(=O)C[C@H]1C[C@@H]2c3cc(NS(=O)(=O)c4ccc(F)cc4)ccc3O[C@@H]2[C@H](CO)O1	4	21	0.1	1
C[C@H](CO)N1C[C@H](C)[C@H](CN(C)S(=O)(=O)c2ccc(Cl)cc2)Oc2ccc(N(C)C)cc2C1=O	5	nt	0.8	-1
CN1C[C@@H]2[C@H](c3ccccc31)[C@@H](CO)N2Cc1ccccc1Cl	-4	15	7.2	9
CC(C)NC(=O)N(C)C[C@@H]1Oc2c(NC(=O)Nc3ccccc3)cccc2C(=O)N([C@H](C)CO)C[C@H]1C	19	16	0.2	-1
C[C@@H]1CCCCO[C@@H](CN(C)CC2CC2)[C@@H](C)CN([C@H](C)CO)C(=O)c2cc(N(C)C)ccc2O1	-41	77	3.5	-1
COc1ccc(CN(C)C[C@H]2Oc3c(NC(=O)c4ccc(-c5nccs5)cc4)cccc3C(=O)N([C@H](C)CO)C[C@@H]2C)cc1	-60	9	0.7	13
O=C(NC1CCC1)[C@H]1[C@H](CO)[C@H]2Cn3c(ccc(-c4cncnc4)c3=O)[C@H]2N1C(=O)NC1CCCC1	5	46	0.3	-1
C[C@H]1CN([C@@H](C)CO)C(=O)c2cccc(NS(=O)(=O)c3ccccc3)c2O[C@@H]1CN(C)S(=O)(=O)c1ccc(Cl)cc1	31	34	0.9	0
CO[C@@H]1CN(C)C(=O)c2cc(NC(=O)c3cc(C)on3)ccc2OC[C@H](C)N(C)C[C@@H]1C	35	-65	-0.7	nt
COc1ccc(NC(=O)N2CC[C@H]3[C@@H]2c2cc(Br)ccc2N(C)[C@H]3CO)cc1	-7	10	0.9	-98*
C[C@H]1CN([C@@H](C)CO)C(=O)Cc2cc(N(C)C)ccc2O[C@@H]1CN(C)Cc1ccc(-c2ccccc2)cc1	-40	nt	21	4
C[C@@H]1CN([C@@H](C)CO)C(=O)Cc2cc(NS(=O)(=O)c3cccs3)ccc2O[C@@H]1CN(C)C(=O)Nc1ccc(C(F)(F)F)cc1	-1	-4	8.4	-2
C[C@H](CO)N1C[C@H](C)[C@H](CN(C)C(=O)Nc2ccc3c(c2)OCO3)Oc2c(NS(=O)(=O)c3ccc(Cl)cc3)cccc2C1=O	-23	44	-0.8	16
C[C@@H]1CN([C@H](C)CO)C(=O)c2cc(NC(=O)C3CC3)ccc2O[C@H]1CN(C)C(=O)Nc1ccc(C(F)(F)F)cc1	13	21	-0.4	-7
CO[C@@H](CN(C)S(=O)(=O)c1ccc(F)cc1)[C@@H](C)CN([C@@H](C)CO)S(=O)(=O)c1cccc(Cl)c1	-28	109*	-0.2	nt
CO[C@H]1CN(C)C(=O)c2ccc(NC(=O)c3cc(C)on3)cc2OC[C@@H](C)N(C(C)=O)C[C@H]1C	-9	25	1.2	nt
C[C@@H]1CN([C@@H](C)CO)S(=O)(=O)c2ccc(C#CC3CC3)cc2O[C@H]1CN(C)C(=O)C1CCCCC1	-43	?	-2.1	9
C[C@H](O)C#Cc1ccc([C@@H]2[C@@H](CO)N3CCCCN(C(=O)c4cccc(F)c4)C[C@@H]23)cc1	-2	46	-0.4	9
Cc1ccc(-c2ccc3c(c2)O[C@H](CN(C)Cc2cccnc2)[C@H](C)CN([C@H](C)CO)S3(=O)=O)cc1	-45	73	1.1	-6
C[C@H]1CCCCO[C@H](CN(C)Cc2ccccc2)[C@@H](C)CN([C@@H](C)CO)C(=O)c2cc(NC(=O)Nc3ccc(C(F)(F)F)cc3)ccc2O1	-38	85	-3.0	21
CCCNC(=O)N(C)C[C@@H]1Oc2ncc(-c3ccc(OC)cc3)cc2C(=O)N([C@H](C)CO)C[C@H]1C	27	7	7.2	4

Next entries:
SMILES	Pf Dd2 inh	T cruzi growth	KDM4C inh	C diff HTS
CCCN(C)C[C@H]1OCCCC[C@H](C)Oc2ccc(NC(=O)c3ccncc3)cc2C(=O)N([C@H](C)CO)C[C@H]1C	-86*	-2	-0.3	0
Cc1noc(C)c1NC(=O)Nc1ccc2c(c1)C(=O)N([C@@H](C)CO)C[C@@H](C)[C@@H](CN(C)S(=O)(=O)c1cn(C)cn1)O2	-1	56	-1.9	-3
C[C@@H]1CCCCO[C@@H](CN(C)Cc2ccc3c(c2)OCO3)[C@H](C)CN([C@H](C)CO)C(=O)c2cc(NC(=O)Nc3ccc4c(c3)OCO4)ccc2O1	-68	nt	1.0	nt
O=C(C[C@@H]1CC[C@@H](NC(=O)C2CCOCC2)[C@H](CO)O1)Nc1ccc(-c2ccccc2)cc1	-23	-58	-0.3	-7
O=C(N[C@H]1C=C[C@H](CC(=O)N2CCCCC2)O[C@H]1CO)c1ccc2c(c1)OCO2	10	13	-1.7	nt
CC=Cc1ccc2n(c1=O)C[C@@H]1[C@@H](CO)[C@H](C(=O)NCC(F)(F)F)N(CCC)[C@H]21 (mixture of isomers)	7	12	6.3	1
CC(C)NC(=O)N(C)C[C@@H]1Oc2c(NC(=O)C3CCOCC3)cccc2C(=O)N([C@H](C)CO)C[C@@H]1C	44	11	-0.2	-2
CN(C)CC(=O)Nc1ccc2c(c1)[C@@H]1C[C@@H](CC(=O)NC3CCCCC3)O[C@@H](CO)[C@@H]1O2	-18	31	-0.9	nt
CN1c2ccc(-c3cccc(F)c3)cc2[C@H]2[C@H](CCN2C(=O)Nc2ccccc2F)[C@H]1CO	2	30	-4.2	48
Cc1ccc(S(=O)(=O)NCC[C@@H]2CC[C@H](NC(=O)c3cccc(F)c3)[C@@H](CO)O2)cc1	2	6	0.0	nt
COc1ccc(NC(=O)Nc2ccc3c(c2)C(=O)N([C@H](C)CO)C[C@@H](C)[C@H](CN(C)Cc2ccccc2)OCCCC[C@@H](C)O3)cc1	-67	82	-1.2	-3
CCS(=O)(=O)N1CC(=O)N2[C@H](CO)[C@@H](c3ccc(C#CCc4ccccc4)cc3)[C@@H]2C1	-71	nt	-0.5	-6
CC(=O)N1CC2(C1)[C@@H](c1ccccc1)[C@@H](CO)N2C(=O)Cc1ccccc1	-11	nt	-0.7	20
C[C@H]1CN([C@@H](C)CO)S(=O)(=O)c2ccc(C#CC3CCCC3)cc2O[C@H]1CN(C)C(=O)C1CC1	-56	-124	-0.6	nt
C[C@H]1CN([C@@H](C)CO)C(=O)Cc2cc(NS(=O)(=O)c3ccc(F)cc3)ccc2O[C@H]1CN(C)Cc1ccc(C(=O)O)cc1	-14	6	0.9	-3
CCNC(=O)C[C@H]1CC[C@H](NS(=O)(=O)c2ccc(F)cc2)[C@H](CO)O1	8	nt	0.7	4
CC(C)C#Cc1ccc2c(c1)O[C@H](CN(C)C(=O)C1CCC1)[C@@H](C)CN([C@H](C)CO)S2(=O)=O	-27	113*	-1.4	nt

Exported as labelled records: part of the list above.
> O=C(C[C@@H]1CC[C@@H](NC(=O)C2CCOCC2)[C@H](CO)O1)Nc1ccc(-c2ccccc2)cc1
  Pf Dd2 inh: -23	T cruzi growth: -58	KDM4C inh: -0.3	C diff HTS: -7

> CC(C)NC(=O)N(C)C[C@@H]1Oc2c(NC(=O)C3CCOCC3)cccc2C(=O)N([C@H](C)CO)C[C@@H]1C
  Pf Dd2 inh: 44	T cruzi growth: 11	KDM4C inh: -0.2	C diff HTS: -2

> Cc1noc(C)c1NC(=O)Nc1ccc2c(c1)C(=O)N([C@@H](C)CO)C[C@@H](C)[C@@H](CN(C)S(=O)(=O)c1cn(C)cn1)O2
  Pf Dd2 inh: -1	T cruzi growth: 56	KDM4C inh: -1.9	C diff HTS: -3

> CCNC(=O)C[C@H]1CC[C@H](NS(=O)(=O)c2ccc(F)cc2)[C@H](CO)O1
  Pf Dd2 inh: 8	T cruzi growth: nt	KDM4C inh: 0.7	C diff HTS: 4
